ELG1 DNA repair: inhibitors of ELG1-dependent DNA repair in HEK293T cells | HEK293T ELG1-luciferase reporter, luminescence, 16 h; DNA damage induced by 5-fluorouridine | Potency, µM (titrated, usually from 46.1 µM), inactives show at the highest dose activity change, negative = inhibition, usual class: inhibitors | actives 2.3% (n = 330,000) | AID 504467; further: potency means the concentration at half of the fitted maximal effect; on the % scale 0 is the no-effect control and ±100 the full control effect; nearly all actives have a fitted effect of over 55% in size
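Quantitative HTS, concentration-response format. 2,000 cells/well co-treated with 5-fluorouridine and compound, 16 hr in 5% CO2 at 37 °C; ONE-Glo luminescence read after 30 min.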
TSHR antag: antagonists of human thyroid stimulating hormone receptor; P16473; TSHR-expressing cells, TSH-stimulated cAMP HTRF, 2 h; stronger effect = lower value; activity change, negative = inhibition, % at 11.5 µM; actives 0.2% (n = 330,000); AID 504810;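 active means activity change below a set negative limit, meaning inhibition stronger than a set level, cut at about -70% in these data; inconclusive means activity change between two set negative limits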; further: on the % scale 0 is the no-effect control and ±100 the full control effect
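Read-out is FRET at 665 nm (cryptate excitation 337 nm) from a cryptate-tagged anti-cAMP antibody, competed by cell cAMP against cAMP-d2. Compounds are tested on freshly harvested TSHR cells challenged with 4nM TSH (EC80) for 2 hours at 37 deg C.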
Mito fusion act: mitochondrial division inhibition or fusion activation; S. cerevisiae fusion-defective mutant growth rescue, CellTiterGlo 48 h; Potency, µM (series often up to 46.1 µM), for the others: at the top dose growth rescue (activation), actives largely listed as activators; actives 0.23% (n = 320,000);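 further: potency means the concentration at half of the fitted maximal effect; % of control where 0% means no effect; nearly all actives have a fitted effect of over 45% in size; temperature-sensitive fusion mutants such as fzo1-1 at 37 °C on non-fermentable ethanol glycerol medium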
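Read-out: ATP-based luminescence (CellTiterGlo, 10 min ambient) reporting growth of fusion-defective ts yeast after 48 hours at 37C on glycerol/ethanol YPEG medium in the presence of compound.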
Eya2 phos inh: Eya2 (human) phosphatase inhibition. actives 0.006% (n = 330,000). recombinant Eya2, OMFP fluorescence dephosphorylation (OMFP is methylfluorescein phosphate). Potency, µM (titrated, usually from 76.9 µM), for the others: top-dose activity, negative = inhibition, most hits filed as inhibitors. AID 488837. O00167; further: potency means the concentration at half of the fitted maximal effect; on the % scale 0 is the no-effect control and ±100 the full control effect
Target sequence (O00167 whole entry, looked up): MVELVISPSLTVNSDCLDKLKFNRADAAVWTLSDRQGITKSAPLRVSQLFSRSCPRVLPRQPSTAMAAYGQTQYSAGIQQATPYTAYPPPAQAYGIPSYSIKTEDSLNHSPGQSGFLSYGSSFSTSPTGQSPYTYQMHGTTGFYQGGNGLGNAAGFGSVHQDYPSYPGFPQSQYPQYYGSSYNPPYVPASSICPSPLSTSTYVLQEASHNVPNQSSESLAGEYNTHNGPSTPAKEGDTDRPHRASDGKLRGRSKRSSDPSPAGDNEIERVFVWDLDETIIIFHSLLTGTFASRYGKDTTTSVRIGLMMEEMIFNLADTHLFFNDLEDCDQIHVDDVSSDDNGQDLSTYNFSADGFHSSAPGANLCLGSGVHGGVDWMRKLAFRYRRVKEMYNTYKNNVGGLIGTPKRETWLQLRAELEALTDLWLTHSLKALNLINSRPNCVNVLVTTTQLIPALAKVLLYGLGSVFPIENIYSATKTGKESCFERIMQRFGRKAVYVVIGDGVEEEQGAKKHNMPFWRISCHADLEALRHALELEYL
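Eya2 protein (added as 0.2 uM solution) was preincubated with compound for 10 min at ambient temperature in 50 mM HEPES pH 7.5, 50 mM NaCl, 5 uM MgCl2, 0.05% BSA, 1 mM DTT. OMFP (added at 50 uM) then reacted 10 min; fluorescence read at 485/525 nm.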
PTAP TSG101 blk: blocks PTAP/TSG101 interaction to inhibit HIV-1 budding; Potency, µM (top dose mostly 115 µM), for inactives: top-dose activity change, negative = inhibition, actives largely listed as inhibitors; 340,000 tested, under 10 active; Fluorescence polarization, FITC-PTAP peptide / Tsg101 binding; active means well fitted inhibition curve with a large enough effect in the main read-out, with a control signal flat, not every such curve was filed as active; inconclusive means small, poorly fitted or top-dose-only effect, or effect the other way, or a change in a side signal; inactive means no such curve, though single readings can be large or run the other way; further: potency means the concentration at half of the fitted maximal effect; % of control where 0% means no effect
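Tsg101 binding domain (10 uM final) was mixed with compound and a FITC-labeled PTAP peptide (50 nM final) in HEPES pH 7.5 buffer with NaCl, Tween 20, EDTA and TCEP; fluorescence polarization was read after 20 min at r.t.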
Tb PFK block: inhibitors of T. brucei phosphofructokinase. T. brucei PFK, ADP-Glo luminescence. Potency, µM (top dose mostly 57.5 µM), for the others: top-dose activity, negative = inhibition, actives largely listed as inhibitors. actives 0.17% (n = 330,000);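 further: potency means the concentration at half of the fitted maximal effect; 0% = uninhibited 1x PFK enzyme wells and -100% = no-enzyme wells; nearly all actives have a fitted effect of over 60% in size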
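PFK 1.25 nM, F6P 0.5 mM, ATP 0.1 mM, 0.1 M TEA pH 8.0, 5 mM MgCl2, 0.01% Tween20, 0.1% BSA; 45 min RT. ADP-Glo readout. qHTS titration up to 57 uM; curves fitted, compounds curve-classed.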
A-T KAP1 phos: candidate therapy for ataxia-telangiectasia. actives 0.19% (n = 320,000). […] A-T fibroblasts, KAP-1 phosphorylation AlphaLISA; neocarzinostatin DNA damage 30 min before lysis. AID 485349. Potency, µM (doses to about 57.5 µM), without a hit: at the top dose activation, actives largely listed as activators; further: potency means the concentration at half of the fitted maximal effect; % of control where 0% means no effect; nearly all actives have a fitted effect of over 45% in size
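ATM-like activity read as KAP-1 phosphorylation via AlphaLISA donor/acceptor antibody pairs after lysis and 6 hr at 25C. Cells were ATM-null patient fibroblasts ([…], hTERT), dosed 60 min, then exposed to the DSB inducer NCS for 30 min.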
S-ASM inh: human S-ASM enzyme inhibition; P17405; AID 504937; actives 0.006% (n = 340,000); Potency, µM (titrated, usually from 57.5 µM), inactives show at the highest dose activity change, negative = inhibition, most hits filed as inhibitors; placental ASM, HMU-PC fluorogenic substrate, 60 min; further: potency means the concentration at half of the fitted maximal effect
Target sequence (P17405 47-631 limits assumed): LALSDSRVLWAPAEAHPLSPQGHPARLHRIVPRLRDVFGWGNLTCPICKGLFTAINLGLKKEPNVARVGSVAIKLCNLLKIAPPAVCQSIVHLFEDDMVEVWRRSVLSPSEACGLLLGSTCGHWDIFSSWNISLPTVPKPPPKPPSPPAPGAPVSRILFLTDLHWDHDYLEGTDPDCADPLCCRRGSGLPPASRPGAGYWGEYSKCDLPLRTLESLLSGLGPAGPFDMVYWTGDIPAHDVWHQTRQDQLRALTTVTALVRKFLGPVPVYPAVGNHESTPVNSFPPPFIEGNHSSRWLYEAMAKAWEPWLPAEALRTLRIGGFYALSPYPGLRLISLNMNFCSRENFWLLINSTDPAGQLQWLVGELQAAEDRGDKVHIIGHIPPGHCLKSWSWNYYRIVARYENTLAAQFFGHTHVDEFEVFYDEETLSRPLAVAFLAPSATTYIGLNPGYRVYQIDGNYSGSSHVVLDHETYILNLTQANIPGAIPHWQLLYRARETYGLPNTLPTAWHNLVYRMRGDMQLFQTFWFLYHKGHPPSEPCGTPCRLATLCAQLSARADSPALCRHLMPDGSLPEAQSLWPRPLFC
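Steps: dispense placental human ASM, pin compound, wait 10 min at room temperature, add HMU-PC0 substrate at 9 uM final, incubate 60 min at 37 °C, add stop solution raising pH to 10, read fluorescence.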
TCR act: activators of T cell receptors | primary human leukocytes, anti-CD3, IL-2 HTRF, 48 h | Potency, µM (doses to about 9.22 µM), for the others: at the top dose activation of IL-2 secretion, actives largely listed as activators | 330,000 tested, under 10 active | AID 504894; further: % of control where 0% means no effect
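Human primary leukocytes + a-CD3 beads + cpd, 48 hr; IL-2 in supernatant by HTRF (ex 320nm / em 665nm). No co-stimulatory signal supplied.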
Integrin act MD: activates integrin-mediated alleviation for muscular dystrophy; Potency, µM (series often up to 38.3 µM), for the others: at the top dose activation, most hits filed as activators; alpha7betagal myoblasts, beta-gal FDG fluorescence, 48 h; actives 0.064% (n = 350,000);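 further: potency means the concentration at half of the fitted maximal effect; 100% = response of the positive control SU9516; nearly all actives have a fitted effect of over 60% in size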
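alpha7betagal+/- myoblasts (passage 13, 250/well) treated 48 h at 37C with compounds at 1:260 dilution of DMSO stock. Lysed, then beta-galactosidase activity read as FDG fluorescence (ex 480/em 540) after 30 min, with pre-read for autofluorescence.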
BCR signal inh: blocks chronic active B-cell receptor signaling. Potency, µM (top dose mostly 46.1 µM), for inactives: top-dose ratio change, negative = lower green/red ratio, actives largely listed as inhibitors. actives 0.05% (n = 340,000). ABC-DLBCL IkBa-CBG/CBR reporter, luminescence ratio, 4 h. AID 493014; active means well fitted inhibition curve with a large enough effect in the signal ratio, with a control signal flat, not every such curve was filed as active; inconclusive means small, poorly fitted or top-dose-only effect, or effect the other way, or a change in a side signal; the % refers to the signal ratio;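 further: potency means the concentration at half of the fitted maximal effect; plate controls were basal doxycycline-induced cells for no effect and cells given 10 µM MG132 for full effect; MG132 reads +100%, hits lower the ratio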
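Cell line TMD8 (human ABC DLBCL), stably expressing tet-inducible CBG68-IkBa fusion and CBR; IMDM/0.5% FBS; cpd up to 46 uM; dox induction, 4 h, 37C/5% CO2; dual luminescence; green/red ratio; MG132 control.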
The depositor's hits bear a star; ? = inconclusive; nt = no result given; [ ] = remark or other dose. Unless noted, the call rests on the fitted dose curve; in most records, active means well fitted curve in the direction sought with a large enough effect; inconclusive means small, poorly fitted or top-dose-only effect, or another doubt; inactive means no such curve, though single readings can be large; an effect the other way counts as inactive or inconclusive.

smiles	ELG1 DNA repair	TSHR antag	Mito fusion act	Eya2 phos inh	PTAP TSG101 blk	Tb PFK block	A-T KAP1 phos	S-ASM inh	TCR act	Integrin act MD	BCR signal inh
COc1cccc(C(=O)Nc2nnc(S(=O)(=O)N3CCOCC3)s2)c1	18.7%	-1.0	1.8%	1.1%	-4.7%	1.3%	-0.6%	-1.2%	0.2%	-18.3%	?
CCOC(=O)c1[nH]c(=O)[nH]c1CSCCO	1.5%	-4.6	0.4%	16.3%	-4.1%	1.2%	7.2%	4.4%	8.2%	24.6%	4.9%
O=C1CCCCN1CC(=O)N1CCCC(Nc2ccc(F)cc2)C1 (centres undefined)	0.0%	-2.7	-2.6%	8.4%	-5.9%	0.4%	4.8%	0.8%	-1.2%	0.0%	-9.4%
COc1ccc(NC(=O)c2ccc(CN3CCc4ccccc4C3)cc2)c(OC)c1	-28.0%	-4.8	-9.7%	1.5%	-0.7%	-2.0%	3.0%	2.9%	3.8%	-3.8%	0.3%
Cn1c(=O)[nH]c2ccc([N+](=O)[O-])nc21	-2.6%	-0.9	-6.3%	-1.3%	2.3%	-0.3%	3.7%	-4.3%	0.7%[46.1 µM]	24.8%	-0.5%
CCN(CC)S(=O)(=O)c1ccc(-c2nnc(SCC(=O)Nc3ccc(OC)c(OC)c3)o2)cc1	-0.1%	6.3	-2.8%	-0.6%	-3.7%	-5.5%	0.1%	-1.1%	5.3%	-9.9%	-2.6%
CCOC(=O)c1oc2ccc(Br)cc2c1COC(=O)C1=COCCO1	?	-10.9	21.5%	2.9%	-0.6%	0.0%	5.5%	-4.8%	3.1%	-7.7%	5.5%
Cn1c(SC2CCCCC2=O)nnc1-c1ccccc1F (centres undefined)	11.7%	9.2	-3.1%	-7.6%	-3.2%	-0.8%	-4.2%	0.6%	-1.8%	-3.3%	-0.8%
CC(=O)c1ccccc1NS(C)(=O)=O	0.0%	-4.2	13.6%	10.4%	-0.3%	2.0%	-2.3%	1.1%	3.1%	-18.4%	4.4%
CCOC(=O)c1ccccc1NC(=O)CSc1nc2ccccc2c(=O)[nH]1	15.0%	-2.6	-2.6%	-2.9%	0.5%	0.7%	1.4%	-4.8%	-30.0%	9.5%	-1.0%
COc1ccc(NC(=O)CSc2nnc(-c3ccc(C)cc3)n2N)cc1	27.6%	5.8	-1.6%	11.0%	-2.2%	0.9%	-10.0%	2.0%	-1.5%	-15.0%	-2.3%
Cc1ccccc1CSc1nc(C(C)(C)C)cc(=O)[nH]1	-5.5%	-6.7	-0.1%	3.2%	-3.2%	0.0%	1.5%	0.5%	nt	-20.6%	3.8%
COc1ccc(CC(=O)NNC(=O)c2nn(Cc3ccccc3)c(=O)c3ccccc23)cc1OC	-2.8%	19.9	-2.8%	3.3%	0.2%	0.5%	-3.8%	1.1%	-1.8%	-23.7%	?
O=C(O)CNC(=O)c1cccc(C(F)(F)F)c1	12.1%	5.6	2.7%	-8.5%	-4.4%	-1.7%	1.5%	-9.8%	-5.5%	18.6%	-4.1%
N#Cc1c(-c2ccc(F)cc2)cc(C2CC2)nc1SCC(=O)c1cccs1	0.5%	8.5	-8.9%	4.3%	0.7%	0.0%	-6.1%	-0.6%	-2.0%[46.1 µM]	25.0%	6.9%
O=[N+]([O-])c1ccc(NCCNc2ccc(Cl)nn2)cc1	-2.8%	8.1	2.7%	22.2%	-8.8%	-18.6%	-0.8%	-8.6%	-3.8%	10.4%	-0.9%
Cn1c(=O)[nH]c(=O)c2c1nc(N(CCO)Cc1ccccc1)n2Cc1ccccc1Cl	-24.2%	-6.8	1.3%	13.6%	-5.4%	-7.8%	9.7%	0.3%	0.1%	-20.5%	-16.0%
O=C(O)c1ccccc1C(=O)NCC(O)COCC1CC=CCC1 (centres undefined)	1.3%	9.2	5.4%	-14.4%	-0.2%	0.0%	1.5%	3.1%	-3.9%	-13.9%	1.9%
Cc1cc(C)nc(/N=C2\NC(=O)CC3C(=O)NCCN23)n1 (centres undefined)	12.2%	-5.2	1.6%	-5.2%	-2.7%	-3.2%	-1.7%	1.5%	-1.4%[46.1 µM]	-15.3%	?
CC(=O)Oc1ccc(N(C(C)=O)S(=O)(=O)c2ccc(Cl)cc2)c2ccccc12	18.3µM*	51.0	-5.5%	-9.2%	-1.1%	-4.1%	-1.9%	0.7%	-3.7%	-22.0%	?

smiles	ELG1 DNA repair	TSHR antag	Mito fusion act	Eya2 phos inh	PTAP TSG101 blk	Tb PFK block	A-T KAP1 phos	S-ASM inh	TCR act	Integrin act MD	BCR signal inh
O=[N+]([O-])c1ccc(Sc2ccccc2)nc1	?	5.5	4.3%	7.4%	-1.4%	0.0%	10.5%	nt	-3.4%[46.1 µM]	-39.5%	5.7%
O=C(OCc1cc(=O)n2c(n1)sc1ccccc12)c1cccc(O)c1	?	-2.6	4.3%	0.1%	-3.4%	-5.9%	19.4%	-27.1%	1.3%[46.1 µM]	0.8%	?
COc1cc(NS(=O)(=O)c2ccc3[nH]c(=O)oc3c2)cc(OC)c1	?	-9.6	-7.2%	11.7%	-6.8%	0.5%	3.0%	1.8%	nt	-11.7%	0.6%
CCOCCCNC(=O)CCc1nnc2n(CCC(C)C)c(=O)c3ccccc3n12	-13.1%	-7.8	0.0%	5.3%	-2.6%	0.9%	9.8%	-0.7%	6.9%	3.5%	3.3%
CN(CC(=O)Nc1cccc(F)c1)C(=O)c1cccc(S(=O)(=O)N2CCN(c3ccccc3)CC2)c1	?	-4.9	-0.6%	-8.5%	-3.5%	-2.0%	-0.3%	-15.3%	5.8%	-14.5%	-0.3%
O=C(NC1CCCC1)C(c1ccccn1)N(C(=O)c1csnn1)c1ccccc1Cl (centres undefined)	7.5%	-2.1	1.6%	-3.6%	-4.9%	0.4%	-2.0%	-0.4%	2.2%	-16.4%	-1.2%
CCOc1ccccc1OCCCNCc1ccco1	0.4%	-3.1	2.2%	-2.6%	0.0%	2.7%	2.3%	2.4%	6.5%[46.1 µM]	3.9%	-3.5%
CC(C)NC(=O)COC(=O)c1ccccc1Oc1ccccc1	0.3%	-4.7	3.9%	8.2%	-6.4%	-3.1%	2.5%	-1.9%	1.7%	-17.3%	-11.3%
Cc1ccc(S(=O)(=O)NCc2cn3c(C)csc3n2)cc1	-1.8%	-6.3	2.7%	22.1%	-7.7%	-2.9%	3.2%	1.0%	-1.4%	17.8%	-11.1%
COc1ccc(NC(=O)CC2C(=O)NCCN2C(=O)c2ccc(Cl)cc2)cc1 (centres undefined)	-5.1%	-7.3	-1.7%	0.6%	-1.4%	1.5%	-1.9%	5.4%	-3.5%	-20.4%	12.3%
OC1C2(Cc3ccccc3)CN3CCN(C2)CC1(Cc1ccccc1)C3 (centres undefined)	-3.2%	21.6	-2.3%	7.9%	-6.3%	1.4%	-7.6%	1.3%	0.7%	-1.1%	-6.1%
COc1ccc(N(C(=O)Cc2cccs2)C(C(=O)NC2CCCC2)c2ccncc2)cc1 (centres undefined)	-9.7%	2.5	-0.9%	27.2%	1.0%	1.5%	3.7%	-1.5%	7.7%	-10.1%	5.1%
Cc1ccc(NC(=O)CCCCCN2C(=O)[C@@H]3Cc4ccccc4CN3C2=O)c(C)c1	-27.2%	-5.1	-3.1%	4.4%	0.8%	0.0%	12.5%	-3.0%	-2.0%	-20.8%	-7.7%
CCOC(=O)N1CCN(Cc2nc(N)nc(Nc3ccccc3C)n2)CC1	13.7%	6.8	-0.8%	4.7%	-5.6%	-1.4%	3.9%	3.5%	-2.8%	-18.7%	-23.7%
Cc1c(C(=O)N(Cc2ccncc2)CC2CCCO2)oc2c(F)cccc12 (centres undefined)	-5.2%	13.6	-2.2%	-2.5%	-6.9%	-1.2%	16.1%	5.0%	-0.3%	-14.2%	-6.6%

Source: PubChem
